# Screening data from PubChem.
# TrxR1 substrate = rat thioredoxin reductase 1 substrate activity. purified TrxR1 substrate turnover, NADPH consumption readout. Potency, µM (highest dose often 114 µM), for inactives: at the top dose activity change, negative = substrate turnover. 390,000 tested, 0.01% active; further: potency means the concentration at half of the fitted maximal effect; on the % scale 0 is the no-effect control and ±100 the full control effect; nearly all actives have a fitted effect of over 50% in size
#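 Rat TrxR1, dispensed at 90 nM, was prereduced with 400 uM NADPH (final) for 5 min at ~22 deg C, then incubated with compound 15 min before 400 uM selenite. A first-read NADPH fluorescence drop versus no-compound background flagged substrates.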
# LDHA inh = inhibitors of human lactate dehydrogenase A; purified LDHA, NADH/diaphorase-resazurin fluorescence; active compounds read low; activity change, % (values are at about 110 or 230 µM); 480,000 tested, 0.15% active; P00338; in the data active means activity change below about -30%; inconclusive means mostly about -25% to -30%;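 further: plate controls were DMSO wells for no effect and wells without enzyme for full effect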
#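 Remaining NADH was detected by diaphorase (0.133 mg/mL) converting 37 µM resazurin to fluorescent resorufin, read at 0 and 20 minutes. The preceding 5-minute room-temperature reaction used 2 nM LDHA, 0.2 mM sodium pyruvate and 0.06 mM NADH at pH 7.4.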
# RGS4 inh = inhibitors of human regulator of G protein signaling 4 | P49798 | Transcreener GDP fluorescence polarization, RGS4-accelerated GTP hydrolysis | Potency, µM (highest dose often 114 µM), inactives show at the highest dose activity change, negative = inhibition, hits mostly inhibitors | 390,000 tested, 0.039% active; further: potency means the concentration at half of the fitted maximal effect; on the % scale 0 is the no-effect control and ±100 the full control effect; nearly all actives have a fitted effect of over 75% in size; some results filed as inactive show a strong effect at the top dose
# Target sequence (P49798 whole entry, looked up): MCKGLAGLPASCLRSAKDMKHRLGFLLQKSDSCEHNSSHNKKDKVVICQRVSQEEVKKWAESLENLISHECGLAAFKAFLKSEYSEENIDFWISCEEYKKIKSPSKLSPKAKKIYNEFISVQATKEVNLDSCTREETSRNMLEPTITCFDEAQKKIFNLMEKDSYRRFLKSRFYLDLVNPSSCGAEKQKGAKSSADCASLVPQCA
#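 MLSMR compounds (23 nl, pin-transferred) preincubated 10 min at room temperature with a 500nM (2x) first reagent, then RGS4 at 900nM (2x) plus Transcreener GDP mix added; fluorescence polarization (620/688 nm) read before and after 90 min at 30 °C.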
# GRP78 ERSR act = ER stress response induction in glioma; U87-MG GRP78 promoter luciferase reporter, 16 h; Potency, µM, for the others: top-dose activation, actives largely listed as activators; 420,000 tested, 0.02% active; further: potency means the concentration at half of the fitted maximal effect; series mostly up to about 76 µM; % of control where 0% means no effect; nearly all actives have a fitted effect of over 35% in size
#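 ERSR induction read as luciferase luminescence (Bright-Glo, 10 min at room temperature) in stably transfected human U87-MG glioma cells exposed to compounds for 16 h, using GRP78 as sensor.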
# IDH1 R132H inh = blocks human mutant IDH1 R132H enzyme; IDH1-R132H enzyme, NADPH consumption, diaphorase/resazurin fluorescence; Potency, µM (highest dose often 76.6 µM), inactives show top-dose activity change, negative = inhibition, most hits filed as inhibitors; 390,000 tested, 0.093% active; AID 602179; further: potency means the concentration at half of the fitted maximal effect; on the % scale 0 is the no-effect control and ±100 the full control effect; nearly all actives have a fitted effect of over 65% in size
# Target sequence (O75874 whole entry R132H, stated change not applied): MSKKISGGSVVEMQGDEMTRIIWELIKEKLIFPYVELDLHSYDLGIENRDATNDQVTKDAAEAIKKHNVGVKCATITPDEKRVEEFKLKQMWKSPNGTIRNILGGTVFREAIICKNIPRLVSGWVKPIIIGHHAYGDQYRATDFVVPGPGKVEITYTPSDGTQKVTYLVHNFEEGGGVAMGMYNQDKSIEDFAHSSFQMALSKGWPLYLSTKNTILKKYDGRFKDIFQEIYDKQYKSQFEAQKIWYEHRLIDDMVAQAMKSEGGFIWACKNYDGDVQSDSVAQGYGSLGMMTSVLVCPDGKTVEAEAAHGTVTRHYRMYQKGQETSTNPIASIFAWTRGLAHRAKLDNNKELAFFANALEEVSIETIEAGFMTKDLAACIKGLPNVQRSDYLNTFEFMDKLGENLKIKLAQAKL
#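 IDH1-R132H (0.5 ug/mL dispensed) in pH 7.5 Tris buffer was preincubated 30 min with compound, then given a substrate mix of 0.016 mM NADPH and 2 mM alpha-KG for 80 min at room temperature; remaining NADPH was read by diaphorase/resazurin fluorescence.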
# USP1-UAF1 inh = inhibitors of human USP1/UAF1 deubiquitinase. O94782. recombinant USP1/UAF1, Ub-Rhodamine cleavage fluorescence. Potency, µM (doses to about 57.1 µM), inactives show top-dose activity change, negative = inhibition, most hits filed as inhibitors. 390,000 tested, 0.23% active. AID 743255; further: potency means the concentration at half of the fitted maximal effect; on the % scale 0 is the no-effect control and ±100 the full control effect; nearly all actives have a fitted effect of over 60% in size; inactives centre near -12
#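 USP1/UAF1 complex at 1 nM was preincubated with compound for 15 min at room temperature, then Ub-Rho substrate (150nM final) was added. Fluorescence (480/540 nm) was read kinetically, 6 reads every 60 seconds.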
# rTrxR1 inhibitor = rat TrxR1 inhibition. O89049. recombinant rTrxR1, NADPH fluorescence consumption, selenite substrate. Potency, µM (doses to about 114 µM), inactives show top-dose activity change, negative = inhibition, hits mostly inhibitors. 390,000 tested, 1% active; further: potency means the concentration at half of the fitted maximal effect; on the % scale 0 is the no-effect control and ±100 the full control effect; nearly all actives have a fitted effect of over 65% in size
#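 Rat TrxR1 (90 nM in the dispensed reagent) was pre-reduced with 400 uM NADPH for 5 min at room temperature, then incubated with compound for 15 min. After 400 uM selenite was added, NADPH fluorescence (Ex 340/Em 450 nm) was followed for 8 min.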
# Vif-A3G inh = Vif-A3G binding inhibition. Potency, µM (highest dose often 46.1 µM), inactives show top-dose activity, negative = active, usual class: inhibitors. AID 602310. 410,000 tested, 0.076% active. HeLa A3G-eYFP + Vif (tagged APOBEC3G with the HIV-1 protein that degrades it), YFP fluorescence, overnight. Q9HC16;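 further: potency means the concentration at half of the fitted maximal effect; on the % scale 0 is the no-effect control and ±100 the full control effect; nearly all actives have a fitted effect of over 60% in size; hits raise eYFP signal because A3G escapes Vif-driven loss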
# Target sequence (Q9HC16 whole entry, looked up): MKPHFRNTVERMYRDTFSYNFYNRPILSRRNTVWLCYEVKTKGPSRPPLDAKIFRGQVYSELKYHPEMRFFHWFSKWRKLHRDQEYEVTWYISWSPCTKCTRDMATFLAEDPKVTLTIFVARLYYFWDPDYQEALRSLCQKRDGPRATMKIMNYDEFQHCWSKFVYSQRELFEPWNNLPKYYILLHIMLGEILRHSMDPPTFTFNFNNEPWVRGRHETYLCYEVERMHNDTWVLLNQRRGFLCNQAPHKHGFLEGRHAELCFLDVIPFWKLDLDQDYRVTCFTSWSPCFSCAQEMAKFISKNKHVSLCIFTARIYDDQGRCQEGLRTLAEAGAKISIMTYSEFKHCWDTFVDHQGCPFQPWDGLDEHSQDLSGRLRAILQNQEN
#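 HeLa cells stably expressing Vif and C-terminally eYFP-tagged A3G, seeded overnight at 37 deg C, then exposed to compound by pintool overnight at 37 deg C. Rise in yellow fluorescence (Ex 488/Em 500-530, Acumen) marks blocked Vif-driven A3G degradation.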
# Vif-A3F inh = inhibitors of Vif-A3F interaction; AID 602313; Potency, µM (doses to about 46.1 µM), for the others: top-dose activity, negative = active; 390,000 tested, 0.2% active; HeLa A3F-eYFP + Vif (tagged APOBEC3F with the HIV-1 protein that degrades it), YFP fluorescence increase; further: potency means the concentration at half of the fitted maximal effect; % of control where 0% means no effect; nearly all actives have a fitted effect of over 65% in size
#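 HeLa cells stably expressing A3F-eYFP plus Vif, plated and incubated overnight at 37 deg C, then exposed to compounds overnight at 37 deg C. Blocked degradation read as raised yellow fluorescence (Ex 488/Em 500-530).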
# Active calls of the source: *; ? = inconclusive; · = no result given; & = joins results of further samples; [ ] = dose if it differs, or a comment. Unless noted, the call rests on the fitted dose curve; in most records, active means well fitted curve in the direction sought with a large enough effect; inconclusive means small, poorly fitted or top-dose-only effect, or another doubt; inactive means no such curve, though single readings can be large; an effect the other way counts as inactive or inconclusive.
SMILES,TrxR1 substrate,LDHA inh,RGS4 inh,GRP78 ERSR act,IDH1 R132H inh,USP1-UAF1 inh,rTrxR1 inhibitor,Vif-A3G inh,Vif-A3F inh
CC1=CC(=O)CC(C)(C)C1(O)/C=C/C(C)=C/C(=O)O (stereo not given),4%[57.1 µM],0,2%,-3%,1%,-13%,6%[57.1 µM],3%,-1%
Cc1cc(SCC(=O)NN)c2cc(Br)ccc2n1,-5%,-8,-27%,-7%,7%,-13%,47%[activator],?,-2%
CCOc1ccc(S(=O)(=O)/N=C(\N)c2ccccc2)cc1,6%,-2,7%,-3%,10%,-3%,20%,0%,-12%
S=c1[nH]nc(-c2ccc(Cl)cc2)n1-c1ccc2c(c1)OCCO2,-3%[57.1 µM],-4,-32%,-1%,0%,-12%,-17%[57.1 µM],-2%,-6%
CN(CCOC(=O)c1cccc(Br)c1)C(C)(C)C,18%,-2&6,10%,0%,5%,1%,10%[2.29 µM],1%,·
O=C(NCc1ccco1)c1ccc(N2CCCC2=O)cc1,3%,-1,-3%,-6%,-3%,-5%,-8%,-2%,-6%
O=c1c2ccccc2nc(-c2cccs2)n1-c1cccc2ccccc12,-2%,-6,6%,-3%,0%,-22%,0%,2%,3%
O=C(COC(=O)c1ccco1)NCc1ccc(F)cc1,9%[57.1 µM],-9,-2%,-4%,-3%,-20%,25%[57.1 µM],-2%,1%
CC1(C)CC2(CCCN3C(=O)CSC32)CCS1 (stereo not given),-3%,0,24%,-4%,3%,-8%,1%,1%,-1%
O=C(O)CCC(C(=O)O)n1c(O)c(C2=c3ccccc3=NC2=O)sc1=S (stereo not given),-16%,14,-41%,2%,-3%,-18%,?,3%,3%
Cc1cccc(N2CC(c3nc4ccccc4[nH]3)CC2=O)c1 (stereo not given),-1%,-7,-2%,-2%,0%,-13%,20%,0%,3%
Cc1ccccc1OCCC(=O)OCC(=O)NCCc1ccc(S(N)(=O)=O)cc1,10%,-5,4%,0%,2%,-19%,24%,-12%,0%
O=C(COC(=O)c1ccc(Cl)c(Cl)c1)Nc1cccnc1Cl,-7%,-3,-12%,-2%,6%,-20%,-1%,0%,1%
O=C(N/N=C/c1ccccc1O)c1cc[n+]([O-])cc1,-12%,8,32%,0%,-1%,-6%,9%,0%,2%
COc1ccc(-c2noc(CN(C)CCC3CCCCO3)n2)cc1 (stereo not given),-19%[11.4 µM],-2,-18%,1%,11%,-10%,31%[11.4 µM],-1%,28%
c1ccc(Oc2ccccn2)cc1,2%,-6,3%,-2%,-3%,?,17%,-2%,1%
COCCC(=O)N1CCC(Oc2ccc(C(=O)NC3CCCCC3)cc2)CC1,1%,-4,-19%,-2%,6%,-8%,30%,-1%,1%
CC1(C)CC(=O)C2=C(C1)OC(N)=C(C#N)C2c1cccs1 (stereo not given),-1%,1,-8%,-4%,8%,-5%,-8%,2%,6%
Cc1ccc2c3c1C1(C(=O)N3C(C)(C)CC2C)C(C#N)=C(N)Oc2cc(O)ccc21 (stereo not given),-3%,1,-13%[56.9 µM],-6%,-3%,?,8%,-1%,-2%
CCOC(=O)c1sc2c(c1C)c(=O)n(Cc1ccccc1)c(=O)n2CCN(C)C,0%,1,-5%,7%,1%,-24%,18%,-1%,1%
CSc1nsc(SCC(=O)Nc2nncs2)n1,4%[57.1 µM],-5,2%,0%,-9%,-9%,15%[57.1 µM],0%,-6%
CCN(CC)CCN=c1c(C)nc(C#N)c(N)n1O,·,-10,·,-5%,-2%,-12%,·,2%,-5%
CCN(CC)C(=O)c1ccc2c(=O)n(Cc3cccc(Br)c3)c(=S)[nH]c2c1,-1%,-6,0%,-4%,-6%,-18%,19%,1%,-6%
Cc1cc(SCC(=O)NCC(c2cccs2)N2CCOCC2)c(C)cc1Br (stereo not given),-2%,-2,-23%,-3%,4%,-7%,4%,-1%,3%
CCOc1ccccc1NS(=O)(=O)c1ccc(-c2cnc(C3CC3)o2)cc1,-6%,-11&-1,9%&13%,-6%&-4%,0%&-3%,?,-5%,-18%&-3%,-1%&-20%
CC(C)CN(C(=O)CN1C(=O)C2CCCCC2C1=O)c1c(N)n(Cc2ccccc2)c(=O)[nH]c1=O (stereo not given),5%,-1,-16%,-4%,0%,-16%,13%,-1%,4%
CCOC(=O)C1CCCN(S(=O)(=O)NC[C@H]2O[C@@H](n3cnc4c(N)ncnc43)[C@H](O)[C@@H]2O)C1 (stereo not given in full),10%,-1,-7%,-2%,2%[38.3 µM],-27%,25%,0%,-4%
O=C(CC(=O)Nc1ccccc1F)Nc1ccc2nc3n(c(=O)c2c1)CCCCC3,0%,-8,20%,1%,0%,-20%,3%,0%,-11%
O=C(Nc1ccn(Cc2ccccc2F)n1)c1ccc(COc2ccc(Cl)cc2Cl)o1,-10%,2,-37%,-5%,0%,-9%,-14%,-2%,5%
COc1ccc(-c2ccc3oc(-c4ccsc4)c(-c4ccc(OC)cc4)c3c2)cc1,6%,-8,20%,1%,-4%,4%,7%,0%,-3%
CSc1ccccc1NC(=O)COc1ccc2c(c1)OCO2,-9%,0,-4%,10%,-6%,-3%,-14%,-6%,-4%
O=C(CCn1c(=O)c2sccc2n(Cc2ccc(F)cc2)c1=O)NCc1ccc2c(c1)OCO2,3%,-4,-4%,-4%,-6%,-9%,9%,?,1%
CC1CCCCN1CCNC(=O)c1ccc2c(c1)N(Cc1ccccc1F)C(=O)c1ccccc1S2=O (stereo not given),9%,-3,2%,-4%,7%,-11%,39%[activator],2%,-10%
CC(C)C(=O)c1cn(CC(=O)N2CCCc3ccccc32)c2ccccc12,-4%,1,4%,-3%,4%,-16%,16%,1%,-8%
O=C(NNc1ccccn1)C(c1ccccc1)c1ccccc1,-2%[57.1 µM],-5,-5%,0%,-5%,-10%,10%[57.1 µM],4%,0%
O=C(/C=C/c1ccccc1)NC(=S)NNC(=O)c1ccco1,-9%,-2,?,?,6%,-18%,-25%,-1%,-6%
CCCSc1nnc(CNC(=O)C23CC4CC(CC(C4)C2)C3)n1Cc1ccccc1,1%,3,0%,-3%,3%,-15%,12%,0%,1%
Cc1ccc(OC(C)C(=O)Nc2ccncc2)cc1 (stereo not given),3%,-4,-18%,-3%,-8%,-24%,22%,0%,6%
Cc1cc(C)n(C(C)CC(=O)Nc2ccc(-c3ccno3)cc2)n1 (stereo not given),-1%,-4,31%[11.4 µM],-3%,2%,-4%,19%,-4%,-2%
O=C(COC(=O)CCSc1ccccc1)Nc1cc(F)ccc1F,-1%,-4,11%,-5%,8%,-26%,3%[57.1 µM],-2%,3%
COc1ccc2oc3ccc(OC)cc3c(=O)c2c1,47%[activator],-7,-15%,-4%,2%,-11%,21%,1%,-1%
O=C(O)CCC(=O)N1CCC[C@H]1C(=O)O,5%,-6,-7%,-3%,34%,-26%,18%,0%,-2%
Cn1cc(S(=O)(=O)N2CCCCCC2)cc1C(=O)N1CCN(c2cccc(Cl)c2)CC1,-4%[57.1 µM],-4,10%,0%,-7%,-15%,4%[57.1 µM],3%,-5%
Cc1nn2c(-c3cccc(NC(=O)c4ccccc4)c3)nnc2c2ccccc12,91%[activator],-8,-26%,-3%,19%,-21%,30%,1%,-12%
CCOC(=O)C(C)N1CC(=O)N(c2ccccc2)C1=O (stereo not given),9%,-1,-2%,0%,3%,?,26%,-4%,-1%
CN(CCN1CCOCC1)C(=O)C1CCC(=O)N(Cc2ccc(Cl)cc2)C1 (stereo not given),·,-11,·,1%,-1%,3%,·,0%,-1%
CN(C)CCNC(=O)c1cc2c(s1)-c1ccccc1OC2,803%[activator],0,-5%,-2%,-2%,-17%,136%[activator],5%,-14%
Cc1ccc(C(=O)Nc2cccc(C(=O)OCc3cc(=O)n4c5c(sc4n3)CCCC5)c2)cc1,5%[57.1 µM],-5,-1%,-3%,-14%,-7%,13%[57.1 µM],0%,-6%
CCc1ccc(OC(=O)Cc2ccc(OC)c(S(=O)(=O)N3CCOCC3)c2)cc1,-2%,-2,-25%,1%,1%,-8%,7%,-5%,-9%
CCOc1ccc(NC(=O)CC2C(=O)N(c3ccc(F)cc3)C(=O)N2CCc2sccc2C)cc1 (stereo not given),-8%,-3,19%,-3%,-15%,-26%,3%,-2%,-6%
Cc1ccc(Cn2cnc3c(cnn3C(C)(C)C)c2=O)c(F)c1,2%,·,·,-7%,·,·,17%,-1%,·
Cc1cc(NC(=O)CC(F)(F)F)n(-c2ccccc2)n1,9%,-8,-7%,-4%,-16%,-16%,32%,-11%,1%
CCC(C)(C)n1nnnc1C(c1cc2ccc(OC)cc2[nH]c1=O)N1CCCCC1 (stereo not given),-1%,-12,-15%,-2%,-2%,-22%,?,-3%,-5%

# Some of these compounds in order of the TrxR1 substrate value, high to low:
Structure	TrxR1 substrate
CC(C)C(=O)c1cn(CC(=O)N2CCCc3ccccc32)c2ccccc12	-4%
O=C(COC(=O)c1ccc(Cl)c(Cl)c1)Nc1cccnc1Cl	-7%
O=C(Nc1ccn(Cc2ccccc2F)n1)c1ccc(COc2ccc(Cl)cc2Cl)o1	-10%

# Only part of the results is shown, so the mix of outcomes need not match the whole.
